TR SRC2 fluor cs = counter-screen for TRb-SRC2 inhibitors: fluorescence interference; TRb/SRC2 Texas Red total fluorescence interference; AID 1479; hit rate 0.29% among 280,000; Potency, µM (series often up to 106 µM), for the others: at the top dose fluorescence change, negative = quenching; active means well fitted curve in either direction with a large enough effect; inconclusive means small, poorly fitted or top-dose-only effect; further: potency means the concentration at half of the fitted maximal effect; on the % scale 0 is the no-effect control and ±100 the full control effect
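Human TRβ ligand-binding domain (0.6 uM) and Texas Red SRC2 peptide (20 nM) in Tris buffer with 1 uM T3 and 5% DMSO were incubated with pinned compound for 5 hr at ambient temperature. Total fluorescence was computed as S + 2P (555/632 nm).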
GLA spleen mod = alpha-galactosidase A (human) modulation; P06280; human spleen homogenate, 4MU-alpha-Gal fluorescence, 40 min; Potency, µM (titrated, usually from 80 µM), without a hit: at the highest dose activity change, negative = inhibition, actives largely listed as inhibitors; hit rate 0.008% among 240,000;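 further: potency means the concentration at half of the fitted maximal effect; 0% = enzyme with vehicle and -100% = no enzyme basal signal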
Target sequence (P06280 32-429 limits assumed): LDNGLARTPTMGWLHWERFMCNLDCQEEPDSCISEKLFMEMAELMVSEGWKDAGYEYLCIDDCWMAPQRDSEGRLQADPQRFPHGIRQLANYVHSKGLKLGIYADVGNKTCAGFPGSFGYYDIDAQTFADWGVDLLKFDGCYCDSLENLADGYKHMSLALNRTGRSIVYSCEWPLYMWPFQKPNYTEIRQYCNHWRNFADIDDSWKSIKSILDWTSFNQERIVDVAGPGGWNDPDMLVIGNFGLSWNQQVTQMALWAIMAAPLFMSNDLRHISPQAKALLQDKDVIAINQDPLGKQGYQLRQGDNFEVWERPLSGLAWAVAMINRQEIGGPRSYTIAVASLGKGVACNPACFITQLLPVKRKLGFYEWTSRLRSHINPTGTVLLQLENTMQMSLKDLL
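Human spleen homogenate (1 ug) as enzyme source, 4-methylumbelliferyl-alpha-D-galactopyranoside 1 mM final, citrate/phosphate pH 5.0 with 0.01% Tween-20. Compounds 40 min at 37C, NaOH/glycine stop; fluorescence Ex 365/Em 440, Hill-fit AC50.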
CBFb-RUNX1 inh = CBF-beta/RUNX1 interaction disruption; Q01196+Q13951; AlphaScreen CBFb-His/RUNX1-biotin binding, biochemical; Potency, µM (highest dose often 59.8 µM), inactives show at the top dose activity, negative = inhibition, most hits filed as inhibitors; 230,000 tested, under 10 active; AID 1477; further: % of control where 0% means no effect
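Interaction loss through any mechanism counts as activity. Pre-formed complex of His-CBF-beta and biotin-RUNX1 (30 nM apiece) is incubated with compound 15 min, then with 50 ng nickel and 50 ng streptavidin beads for 90 min before AlphaScreen detection.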
Tau FP inhib = blocks human tau fibril formation measured by polarization; K18 P301L tau heparin fibrillization, Alexa594 FP, 6 h; Potency, µM (series often up to 57.7 µM), for the others: top-dose activity, negative = inhibition, most hits filed as inhibitors; hit rate 0.39% among 280,000; AID 1468; further: potency means the concentration at half of the fitted maximal effect; on the % scale 0 is the no-effect control and ±100 the full control effect; nearly all actives have a fitted effect of over 55% in size
Target sequence (P10636 561-689 P618L limits assumed): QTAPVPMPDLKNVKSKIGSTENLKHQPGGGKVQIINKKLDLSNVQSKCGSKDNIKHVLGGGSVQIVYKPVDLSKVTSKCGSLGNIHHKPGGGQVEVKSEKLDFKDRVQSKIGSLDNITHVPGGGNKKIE
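FP of Alexa 594-tau after heparin (20 uM) induction. Substrate: human K18 P301L, 15 uM unlabeled, 0.24 uM labeled. Buffer 100 mM sodium acetate pH 7. 6 hr, 37 C.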
Tau fluor cs = counter-screen for tau fibril formation inhibitors. Potency, µM (series often up to 57.7 µM), for the others: at the highest dose activity change, negative = decrease. tau K18 P301L (four-repeat tau fragment) Alexa594 fluorescence, heparin fibrillization. AID 1463. hit rate 0.93% among 280,000; further: potency means the concentration at half of the fitted maximal effect; on the % scale 0 is the no-effect control and ±100 the full control effect; nearly all actives have a fitted effect of over 55% in size
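Human K18 P301L tau (15 uM unlabeled plus 0.24 uM Alexa 594-labeled, final) in 100 mM sodium acetate pH 7 was mixed with compound and 20 uM heparin and incubated 6 hr at 37 C.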
NPSR antagonist = blocks cAMP signaling of the human neuropeptide S receptor; CHO-NPSR cells, cAMP TR-FRET, antagonist mode; Potency, µM (series often up to 38.3 µM), inactives show top-dose activity change, negative = inhibition, most hits filed as inhibitors; hit rate 1% among 220,000; AID 1461; further: potency means the concentration at half of the fitted maximal effect; on the % scale 0 is the no-effect control and ±100 the full control effect; nearly all actives have a fitted effect of over 50% in size; many of its hits are not listed in these tables
Target sequence (Q6W5P4 whole entry, looked up): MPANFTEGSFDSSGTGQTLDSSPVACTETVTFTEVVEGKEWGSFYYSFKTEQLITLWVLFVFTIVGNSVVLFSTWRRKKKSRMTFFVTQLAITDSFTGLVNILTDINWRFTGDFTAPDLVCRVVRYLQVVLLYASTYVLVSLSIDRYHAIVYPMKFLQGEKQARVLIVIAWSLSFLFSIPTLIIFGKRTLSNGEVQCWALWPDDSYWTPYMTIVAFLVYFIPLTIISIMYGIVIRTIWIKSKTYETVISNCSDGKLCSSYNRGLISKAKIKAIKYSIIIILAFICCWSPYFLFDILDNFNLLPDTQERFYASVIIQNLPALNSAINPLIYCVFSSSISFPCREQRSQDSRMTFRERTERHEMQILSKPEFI
TRb SRC2 PPI = disrupts binding of human TR beta to SRC2; Potency, µM (top dose mostly 106 µM), for the others: at the highest dose activity change, negative = inhibition, most hits filed as inhibitors; TRbeta-SRC2 peptide binding, fluorescence polarization; receptor liganded with 1 µM T3; hit rate 0.065% among 280,000; P10828;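 further: potency means the concentration at half of the fitted maximal effect; plate controls were bound peptide for no effect and peptide without receptor for full effect; nearly all actives have a fitted effect of over 50% in size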
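Binding of a 20-amino-acid Texas Red SRC2 peptide (20 nM) to TRb ligand-binding domain (0.6 uM) with agonist T3 at 1 uM was followed by fluorescence polarization after a 5 hr room-temperature incubation.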
Epigenetic derep = regulators of epigenetic silencing causing reporter derepression in mouse cells; murine LDR cells, GFP reporter derepression, 30 h; Potency, µM (titrated, usually from 53.9 µM), for inactives: at the highest dose GFP activation, usual class: activators; hit rate 0.2% among 280,000; further: potency means the concentration at half of the fitted maximal effect; % of control where 0% means no effect; nearly all actives have a fitted effect of over 60% in size
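Reporter derepression read as number of fluorescent GFP-positive objects, 20-120 um in size, counted by laser-scanning cytometer. Mouse LDR line with an epigenetically silenced CMV-GFP locus; compound incubation 30 h, 37 C.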
An asterisk follows results filed as active; ? = inconclusive; . = not tested or not shown; & = joins results of further samples; [ ] = dose if it differs, or a comment. Unless noted, the call rests on the fitted dose curve; in most records, active means well fitted curve in the direction sought with a large enough effect; inconclusive means small, poorly fitted or top-dose-only effect, or another doubt; inactive means no such curve, though single readings can be large; an effect the other way counts as inactive or inconclusive.

Values run as follows: Epigenetic derep | TR SRC2 fluor cs | Tau FP inhib | NPSR antagonist | Tau fluor cs | CBFb-RUNX1 inh | GLA spleen mod | TRb SRC2 PPI
> COc1ccc(C(=O)/C=C/c2ccc(OC(=O)c3cc(OC)c(OC)c(OC)c3)cc2)cc1
 : 1.3% | -1% | 5% | -4%[46.1 µM] | -17% | 0% | 10% | 1%
> CC(C)=CCCC(C)NC(=O)NC1CCCCC1 (stereo not given)
 : -1.0% | -3% | -3% | -3% | -8% | 0% | ? | -4%
> CN1Cc2c(N3CCOCC3)nc3sc(C#N)c(N)c3c2CC1(C)C
 : -2.4% | -1% | 9% | 18% | 1% | 0% | -5% | -3%
> CN1CCN(NC(=O)c2cccc(C(F)(F)F)c2)CC1
 : -2.7% | -1% | -1% | 9% | 0% | 5% | -6% | 5%
> COc1ccc(-c2nnc3n(CCc4ccccc4)c(=O)c4ccccc4n23)c(OC)c1
 : 0.1% | 1% | -4% | ? | -8% | 3% | -9% | 3%
> O=C(CSc1c[nH]c2ccccc12)NCC1CCCO1 (stereo not given)
 : -0.2% | 2% | 0% | ? | 6% | 16% | -4% | -13%
> Cc1ccc(C(=O)c2cn(Cc3cc(C)ccc3C)c3nc(C)ccc3c2=O)cc1
 : -1.8% | -2% | 6% | . | -14% | . | . | 3%
> CC1(C)CC(=O)C2=C(C1)OC(c1ccc(O)cc1)C(C#N)=C2N (stereo not given)
 : 1.2% | -1% | -6% | 5% | -3% | 13% | -2% | 2%
> CCOC(=O)C1=C(c2ccccc2)NC(SCC(N)=O)=C(C#N)C1c1cccnc1 (stereo not given)
 : 0.0% | 0% | -7% | -15%[46.1 µM] | -7% | 3% | -11% | -5%
> COc1ccc2c(c1)O[C@H](c1ccc3c(c1)OCO3)[C@@H](OC(=O)NC1CCCC1)C2=O
 : -1.1% | -2% | 3% | . | -3% | -9% | -11% | 6%
> CCS(=O)(=O)N1CCN(C(=O)c2ccccc2)CC1
 : -0.7% | 3% | 0% | -27%[46.1 µM] | -2% | 6% | 6% | 7%
> CCOc1ccc(S(=O)(=O)N2CCN(c3ccc(OC)cc3)CC2)c2cccnc12
 : -0.1% | 2% | -1% | -10%[46.1 µM] | -29% | -19% | -4% | 10%
> CCN(CC)C(=O)CC(c1ccc(OC)cc1)c1c(OC)cc(OC)c2c(-c3ccccc3)cc(=O)oc12 (stereo not given)
 : . | 0% | . | . | . | -29% | 9% | 4%
> COc1cc(NS(=O)(=O)c2ccc(NC(C)=O)cc2)nc(OC)n1
 : 1.6% | -1% | 12% | -7%[46.1 µM] | -1% | 3% | -1% | 0%
> COc1cc(C(=O)NCC(C)C)cc(OC)c1OC
 : -3.4% | 0% | -3% | -7%[46.1 µM] | -6% | 5% | -3% | 2%
> Cc1ccc(NC(=O)Cn2c(=S)[nH]c3ccccc32)cc1
 : 0.0% | -1% | 0% | 4% | -14% | 2% | 0% | 2%
> Cc1ccc(NC(=S)NC(=O)c2sc3ccccc3c2Cl)c(C(=O)O)c1
 : 0.4% | 0% | -5% | -15% | 2% | -1% | 0% | -2%
> COc1ccccc1NC(=O)c1nn(-c2ccc(OC(F)(F)F)cc2)ccc1=O
 : 0.4% | -4% | -1% | -9%[46.1 µM] | -13% | 7% | -3% | -2%
> CCOC(=O)/C(C#N)=C/c1cc2ccccc2nc1Cl
 : 1.0% | 2% | 1% | -7%[46.1 µM] | -2% | 1% | 2% | 0%
> COc1ccccc1NC(=O)C1CCCN(c2cc(C)nc3ncnn23)C1 (stereo not given)
 : -1.0% | -4% | -2% | 1% | 2% | 0% | 1% | -13%

Copied from the list.
Reading for Cc1ccc(NC(=O)Cn2c(=S)[nH]c3ccccc32)cc1 in TR SRC2 fluor cs: -1%
Reading for Cc1ccc(NC(=S)NC(=O)c2sc3ccccc3c2Cl)c(C(=O)O)c1 in CBFb-RUNX1 inh: -1%
Reading for COc1cc(C(=O)NCC(C)C)cc(OC)c1OC in NPSR antagonist: -7%[46.1 µM]
Reading for CCS(=O)(=O)N1CCN(C(=O)c2ccccc2)CC1 in GLA spleen mod: 6%

(listing goes on)
Values run as follows: Epigenetic derep | TR SRC2 fluor cs | Tau FP inhib | NPSR antagonist | Tau fluor cs | CBFb-RUNX1 inh | GLA spleen mod | TRb SRC2 PPI
> Cc1ccc(-c2nnc(Oc3ccc(NC(=O)c4ccccc4)cc3)c3ccccc23)cc1
 : 14% | -5% | -3% | -48% | -8% | 1% | -20% | 4%
> CCC1(C)Cc2c(sc3nc(SCC(=O)c4ccccc4)[nH]c(=O)c23)CO1 (stereo not given)
 : 0.1% | -4% | -7% | ? | -15% | 4% | 1% | 6%
> CCCCCCCCOC(=O)C[N+](C)(C)C/C=C(/C)Cl
 : -1.8% | -1% | 5% | 7% | 10% | -4% | -18% | 8%
> C=CCN(CC=C)S(=O)(=O)c1ccc(C(=O)Nc2nc3c(s2)CCc2ccccc2-3)cc1
 : 2.4% | -1% | 0% | -14% | -6% | 2% | 5% | -4%
> CCC(C)C(=O)Nc1nc(C)c(-c2csc(Nc3ccccc3OC)n2)s1 (stereo not given)
 : 0.0% | 1% | 16% | -22%[46.1 µM] | 13µM*[quencher] | -20% | -10% | 4%
> COC(=O)C(C)n1cnc2c(nnn2-c2cccc(Cl)c2)c1=O (stereo not given)
 : -1.0% | 1% | -6% | ? | -16% | 2% | 6% | 2%
> COc1cc(=O)n(C)c2c(OCC(O)C(C)(C)O)cccc12 (stereo not given)
 : -0.1%&1.9% | -1%&-1% | 7%&-1% | -9%[46.1 µM] | 0%&3% | 6% | -9%&1% | 4%&0%
> CCCCCC[C@@H]([C@@H](C)O)n1cnc2c(N)ncnc21
 : -0.1%&1.1%&0.0%&5.1% | 0%&-1%&-1%&-1% | -4%&-12%&-5%&1% | -1%[46.1 µM] | -6%&-3%&-1%&-2% | ? | 6%&9%&4%&-1% | 1%&6%&5%&9%
> CC(C)(C)OC(=O)N1CCC(c2c(C(=O)NCc3ccccc3)cnn2-c2ccccc2)CC1
 : 0.0% | -3% | -4% | . | -17% | . | . | -10%
> CC(=O)Nc1cccc(C(=O)O)n1
 : 1.1%[10.1 µM] | -1% | -2% | 4% | 10% | ? | -6% | -4%

Limited to TR SRC2 fluor cs, for two of the compounds above:
molecule | TR SRC2 fluor cs
COc1cc(=O)n(C)c2c(OCC(O)C(C)(C)O)cccc12 (stereo not given) | -1%&-1%
CCC1(C)Cc2c(sc3nc(SCC(=O)c4ccccc4)[nH]c(=O)c23)CO1 (stereo not given) | -4%

Next section
Values run as follows: Epigenetic derep | TR SRC2 fluor cs | Tau FP inhib | NPSR antagonist | Tau fluor cs | CBFb-RUNX1 inh | GLA spleen mod | TRb SRC2 PPI
> CCN1CCN(C(c2ccccc2)c2sc3nc(-c4ccco4)nn3c2O)CC1 (stereo not given)
 : 0.0% | 1% | -5% | . | -13% | . | . | -1%
> NC(=O)N/N=C/c1sc(=O)n(-c2ccccc2)c1Cl
 : 12% | 1% | 4% | 4% | -9% | 8% | -1% | 4%
> CCOC(=O)c1ccccc1NC(=O)N1CCn2c(C)ccc2C1CC (stereo not given)
 : 1.8% | 6% | -14% | -4%[46.1 µM] | -13% | -1% | 1% | -12%
> Cc1ccc(C2C(=O)N(C3CCCCCC3)CC(=O)N2CCC2=CCCCC2)cc1 (stereo not given)
 : 3.6% | -3% | -4% | . | -6% | . | . | -3%
> O=C(CCCn1c(=O)[nH]c2ccccc2c1=O)NC1CCCCCC1
 : 2.3% | 4% | 4% | ? | -4% | 1% | -11% | 2%
> Cc1cc(C)cc(OCC(=O)OCC(=O)c2c(N)n(C)c(=O)n(C)c2=O)c1
 : -1.0% | 3% | -4% | -2%[46.1 µM] | -21% | -3% | 7% | 5%
> Cc1cc(C)n2nc(C(=O)N/N=C/c3cn(C)nc3C)nc2n1
 : 3.1% | -2% | -2% | 11% | 6% | 7% | 1% | 3%
> CCc1cccc2c(-c3ccccc3)nc(SCC(=O)Nc3ccccc3)nc12
 : -2.7% | -1% | -21% | . | -2% | . | . | 3%
> O=C(CSc1nnc(-c2ccccc2)n1-c1ccc(Cl)cc1)N/N=C/c1ccccc1C(=O)O
 : 1.4% | 1% | -4% | 6% | -22% | 12% | 14% | 3%
> CC(=Nc1ccccc1C)C1=C(O)CSC1=O
 : 0.9% | 1% | -5% | -2%[46.1 µM] | -10% | 0% | 3% | -13%
> O=C(COc1ncnc2ccc(Br)cc12)NCc1ccc2c(c1)OCO2
 : -1.0% | 0% | 9% | 7%[46.1 µM] | -14% | -4% | -1% | -2%
> COc1ccc(NC(=O)CSc2nnc(Cn3c(=O)sc4ccccc43)n2C)cc1
 : 0.0% | 0% | -5% | -1%[46.1 µM] | -3% | 3% | 9% | 3%
> COc1nc(NCCN2CCOCC2)nc(Nc2ccccc2)n1
 : -1.0% | 1% | -13% | -4%[46.1 µM] | -6% | -1% | 16% | 4%
> N#Cc1c(N)nc(SCc2ccccc2)c(C#N)c1-c1ccco1
 : 0.9% | 6% | ? | -17%[46.1 µM] | ? | 7% | 11% | 3%
> O=C1NC(=O)c2c(NC(=O)C3CCCO3)cccc21 (stereo not given)
 : 1.6% | 0% | -6% | -8%[46.1 µM] | 0% | 1% | 2% | -10%
> CCOC(=O)c1ccc(N2C(=O)C(CC(=O)NC)N(CCc3ccc(OC)c(OC)c3)C2=S)cc1 (stereo not given)
 : 0.0% | -3% | -12% | -27% | -27% | -4% | 9% | 3%
> CC(=O)c1cc(-c2ccccc2)n(CC(=O)NCc2cccs2)c1C
 : -1.8% | -4% | -3% | -1%[46.1 µM] | 0% | -4% | 2% | -11%
> Cc1cc(O)c(-c2cc(C(=O)Nc3sc4c(c3C(=O)NCc3ccco3)CCC4)[nH]n2)cc1C
 : 0.0% | -2% | 2% | -5% | ? | 7% | 4% | 2%
> COC(=O)C1C(=O)c2c(C)noc2CC1(C)C (stereo not given)
 : 1.1% | 2%[53 µM] | 4%[2.34 µM] | 17% | -9% | 3% | 8% | -8%[53 µM]
> CCCCCOc1ccc(Cn2ccnc2)cc1[N+](=O)[O-]
 : 0.0% | -3% | 0% | -3% | -12% | -2% | -3% | 4%

Source: PubChem BioAssay

Not all compounds are listed, so the mix of outcomes need not match the whole.
